RGS4 inh: inhibitors of human regulator of G protein signaling 4 | P49798 | Transcreener GDP fluorescence polarization, RGS4-accelerated GTP hydrolysis | Potency, µM (series often up to 114 µM), inactives show at the highest dose activity change, negative = inhibition, actives largely listed as inhibitors | 390,000 tested, 0.039% active | AID 504845; also: % is scaled to controls: 0 for no effect and ±100 for the full control effect; nearly all actives have a fitted effect of over 75% in size; some results filed as inactive show a strong effect at the top dose
Target sequence (P49798 whole entry, looked up): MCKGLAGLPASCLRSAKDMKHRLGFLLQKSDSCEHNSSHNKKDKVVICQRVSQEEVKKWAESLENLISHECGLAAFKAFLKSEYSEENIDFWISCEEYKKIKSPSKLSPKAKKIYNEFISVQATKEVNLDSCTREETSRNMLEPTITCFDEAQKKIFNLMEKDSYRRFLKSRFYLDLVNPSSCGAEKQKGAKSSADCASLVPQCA
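MLSMR compounds (23 nl, pin-transferred) preincubated 10 min at room temperature with a 500nM (2x) first reagent, then RGS4 at 900nM (2x) plus Transcreener GDP mix added; fluorescence polarization (620/688 nm) read before and after 90 min at 30 °C.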
PGK inhibitor: inhibitors of T. brucei phosphoglycerate kinase; PGK/GAPDH coupled, Kinase-Glo luminescence, 60 min; Potency, µM (top dose mostly 57.5 µM), for inactives: at the highest dose activity change, negative = inhibition, most hits filed as inhibitors; 380,000 tested, 0.043% active; also: % is scaled to controls: 0 for no effect and ±100 for the full control effect; nearly all actives have a fitted effect of over 60% in size
Target sequence (P07378 whole entry, looked up): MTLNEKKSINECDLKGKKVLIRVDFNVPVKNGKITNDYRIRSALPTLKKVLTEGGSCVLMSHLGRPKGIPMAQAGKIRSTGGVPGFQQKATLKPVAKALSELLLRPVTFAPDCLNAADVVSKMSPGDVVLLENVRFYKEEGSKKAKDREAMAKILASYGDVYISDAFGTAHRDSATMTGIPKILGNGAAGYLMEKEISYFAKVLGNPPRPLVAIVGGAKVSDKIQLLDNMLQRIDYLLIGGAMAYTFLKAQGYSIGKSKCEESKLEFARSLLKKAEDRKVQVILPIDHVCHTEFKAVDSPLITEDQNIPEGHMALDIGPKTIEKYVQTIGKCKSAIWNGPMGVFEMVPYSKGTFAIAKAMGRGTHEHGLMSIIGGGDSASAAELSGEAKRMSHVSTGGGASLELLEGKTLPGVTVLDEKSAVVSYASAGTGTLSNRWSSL
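Luminescent ATP detection (Kinase-Glo Plus) follows a 60-minute room-temperature incubation, with wells lacking PGK as controls. Buffer: 100 mM TEA (pH 7.6), 5 mM MgCl2, 0.01% Tween-20. Coupling enzyme GAPDH (100 nM final) supplies unstable 1,3-BPG in-well.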
HP1b binding inh: blocks HP1-beta chromodomain binding to methylated histone tails; 390,000 tested, 0.56% active; Potency, µM (highest dose often 114 µM), for the others: at the top dose activity change, negative = inhibition, actives largely listed as inhibitors; AlphaScreen HP1-beta / biotin-H3K9me3 peptide binding; also: nearly all actives have a fitted effect of over 70% in size; inactives centre near 23
Target sequence (P83916 whole entry, looked up): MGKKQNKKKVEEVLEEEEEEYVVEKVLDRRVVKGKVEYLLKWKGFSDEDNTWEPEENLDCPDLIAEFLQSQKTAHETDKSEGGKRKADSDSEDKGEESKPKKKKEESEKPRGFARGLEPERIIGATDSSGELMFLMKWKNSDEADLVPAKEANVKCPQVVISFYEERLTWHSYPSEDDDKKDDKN
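HP1-beta protein (50 nM final) preincubated 30 min at room temperature with biotinylated H3(1-18)K9me3 peptide (50 nM) in PBS pH 7.4, 0.01% Tween-20, then compound added for 30 min. AlphaScreen streptavidin donor/nickel chelate acceptor beads (10 ug/mL final), 30 min dark, luminescence read.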
ERG-DNA inh: blocks human ERG Ets domain binding to DNA | Potency, µM (highest dose often 76.9 µM), without a hit: at the highest dose FP activity, negative = inhibition, usual class: inhibitors | AID 624246 | fluorescence polarization, His-ERG Ets domain / labelled DNA | 370,000 tested, 0.028% active | P11308; active = well fitted inhibition curve with a large enough effect in the polarisation, with a control signal flat; inconclusive = small, poorly fitted or top-dose-only effect, or effect the other way, or a change in a side signal; inactive = no such curve, though single readings can be large or run the other way; the % refers to the polarisation;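 also: polarization taken with two DNA probes labelled with fluorescein and Texas red; % of control where 0% means no effect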
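His-tagged ERG Ets domain (1 uM in the protein solution; 300mM KCl, 50mM Tris-HCl, 1mM EDTA, 1mM DTT, pH 7.5) received compound, then a probe mix of 5 nM fluorescein-DNA and 100nM Texas-615-DNA. Fluorescence polarization was read for both dyes.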
12-LOX inh: ALOX12 (human) lipoxygenase inhibition | purified 12hLO, xylenol orange hydroperoxide absorbance | 580,000 tested, 1.1% active | Potency, µM (top dose mostly 108 µM), inactives show at the top dose activity change, negative = inhibition, actives largely listed as inhibitors | P18054; also: % is scaled to controls: 0 for no effect and ±100 for the full control effect
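Purified human 12hLO (150 nM final) in 25 mM Hepes, 0.01% Triton X-100, pH 7.0 was preincubated 15 min at room temperature with compound. Then 40 uM arachidonic acid was added, 30 min. Hydroperoxide was read by Fe-XO absorbance ratio 573/405 nm.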
JMJD2A Tudor inh: blocks the human JMJD2A Tudor domain. Potency, µM (titrated, usually from 114 µM), for inactives: at the highest dose activity change, negative = inhibition, most hits filed as inhibitors. 390,000 tested, 4.4% active. AID 504339. AlphaScreen JMJD2A-Tudor / H3K4me3 peptide binding; also: % is scaled to controls: 0 for no effect and ±100 for the full control effect; nearly all actives have a fitted effect of over 50% in size
GLS inh: glutaminase GLS (human) inhibition; GLS enzymatic activity, qHTS titration; Potency, µM (series often up to 45.5 µM), for inactives: at the highest dose activity change, negative = inhibition, hits mostly inhibitors; 410,000 tested, 0.21% active; AID 624170; also: % is scaled to controls: 0 for no effect and ±100 for the full control effect
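Compounds were pin-transferred onto hKGA, after which L-glutamine (1 mM solution) and a detection mix of glutamate oxidase, HRP and Amplex Red were added. Initial and 30 min RT fluorescence reads were collected.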
Pin1 inhibitor: blocks the human prolyl isomerase Pin1 | Q13526 | Pin1 FP peptide displacement, HiFluor488, 10 min | Potency, µM (titrated, usually from 115 µM), for the others: top-dose activity, negative = inhibition, usual class: inhibitors | 390,000 tested, 0.009% active; active = well fitted inhibition curve with a large enough effect in the polarisation, with a control signal flat, not every such curve was filed as active; inconclusive = small, poorly fitted or top-dose-only effect, or effect the other way, or a change in a side signal; inactive = no such curve, though single readings can be large or run the other way; the % refers to the polarisation; also: % is scaled to controls: 0 for no effect and ±100 for the full control effect
Target sequence (Q13526 whole entry, looked up): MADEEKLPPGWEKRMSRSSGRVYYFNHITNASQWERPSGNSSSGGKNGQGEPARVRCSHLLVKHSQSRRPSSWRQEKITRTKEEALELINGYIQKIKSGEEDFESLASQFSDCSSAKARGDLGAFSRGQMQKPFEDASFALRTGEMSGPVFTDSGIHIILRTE
rTrxR1 inhibitor: blocks rat thioredoxin reductase 1; recombinant rTrxR1, NADPH fluorescence consumption, selenite substrate; 390,000 tested, 1% active; Potency, µM (highest dose often 114 µM), inactives show at the highest dose activity change, negative = inhibition, actives largely listed as inhibitors; also: % is scaled to controls: 0 for no effect and ±100 for the full control effect; nearly all actives have a fitted effect of over 65% in size
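Rat TrxR1 (90 nM in the dispensed reagent) was pre-reduced with 400 uM NADPH for 5 min at room temperature, then incubated with compound for 15 min. After 400 uM selenite was added, NADPH fluorescence (Ex 340/Em 450 nm) was followed for 8 min.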
An asterisk follows results filed as active; i = inactive; ? = inconclusive; . = no result given; & = joins results of further samples; [ ] = dose if it differs, or a comment. Unless noted, calls follow the shape of the dose curve; as a rule, active = well fitted curve in the direction sought with a large enough effect; inconclusive = small, poorly fitted or top-dose-only effect, or another doubt; inactive = no such curve, though single readings can be large; an effect the other way counts as inactive or inconclusive. Potency is read from the fitted curve at half-maximal effect.

no. | SMILES | HP1b binding inh | 12-LOX inh | RGS4 inh | JMJD2A Tudor inh | ERG-DNA inh | GLS inh | PGK inhibitor | rTrxR1 inhibitor | Pin1 inhibitor
1 | CN(CC(O)COc1ccc2ccccc2c1)C1CCCCC1 (configuration not stated) | 50.5%[activator] | 0.0% | -22.7% | -9.0% | 13.2% | -4.0% | -4.8% | 3.5%[57.1 µM] | -2.1%
2 | COc1ccccc1OCc1nc(-c2cccc(C)c2)no1 | 210.1%[activator] | -8.7% | 0.0% | 262.2%[activator] | -1.1% | -7.2% | -5.8% | 27.9% | 4.0%
3 | CC(=O)NC(c1ccc([N+](=O)[O-])cc1)c1c(O)ccc2ccccc12 (configuration not stated) | 1.7% | ? | -18.9% | ? | 3.8% | 17.6% | -4.4% | 11.8% | -3.6%
4 | Cc1nc(NC(=O)/C=C/c2ccccc2)sc1C(=O)Nc1cccc(Cl)c1 | 23.2% | -13.5% | -2.4% | -9.2% | -3.7% | 1.9% | -4.5% | 6.4% | ?
5 | CC(=O)c1ccc(S(=O)(=O)NCCC(=O)OCC(=O)N2CCCC2=O)cc1 | 27.8% | -0.6% | -5.4% | -9.8% | -10.6% | ? | i | 7.5%[57.1 µM] | -9.8%
6 | N=c1c2ccccc2nnn1-c1cccc(C(F)(F)F)c1 | 21.4% | -11.8% | -11.8% | -15.5% | 3.3% | -9.3% | i | 6.3% | 1.0%
7 | O=C(COc1ccccc1F)N1CCc2ccccc2C1 | 42.3%[activator] | -2.4% | 8.2% | 14.4% | 12.0% | -0.7% | 2.3% | 17.3% | 3.2%
8 | COc1ccc(Cl)cc1NC(=O)CN(C)CC(=O)NCc1cccs1 | 46.4%[activator] | -26.3% | -1.5% | 2.3% | 0.8% | 1.2% | -8.4% | 3.8% | 2.8%
9 | CN(C)CCN(C(=O)/C=C/c1cccs1)c1nc2ccc(Br)cc2s1 | 8.7%[57 µM] | -21.6% | -9.6% | -22.7% | 4.9% | 0.1% | -8.0% | 22.4% | 0.5%
10 | Cc1cc(C)nc(N2CCCC(C(=O)Nc3nc4ccc(S(C)(=O)=O)cc4s3)C2)n1 (configuration not stated) | 24.3% | 4.2% | -31.8% | -40.4% | 11.1% | 9.2% | -1.0% | 28.7% | 0.6%
11 | Cc1cc(Br)ccc1NC(=O)CNC(=O)CSc1ncccn1 | 30.1% | 372.5%[activator] | -24.9% | 2.1% | . | -3.1% | i | -3.8% | -5.4%
12 | CC(=O)NS(=O)(=O)c1ccc(NC(=O)c2ccc(-n3nc(C)cc3C)cc2)cc1 | -2.1% | -2.9% | -10.7% | -2.8% | -1.7% | 4.6% | -10.0% | 7.2% | -3.0%
13 | COc1ccc(CCN=C(NS(=O)(=O)c2ccc(Cl)cc2)c2ccccc2)cc1 | 37.1%[activator] | -30.0% | -21.7% | -13.5%[11.4 µM] | 12.4% | -10.1% | 8.8% | 14.7%[57.1 µM] | ?
14 | CCCCn1c(N)c(N(CC(C)C)C(=O)c2cc(-c3ccc(OC)cc3)nc3ccccc23)c(=O)[nH]c1=O | 31.9% | -9.4% | -30.1% | 3.7% | -4.8% | 0.7% | -9.1% | 33.4% | -0.5%
15 | COc1ccc(NC(=O)CSc2nnc(-c3ccccc3C)n2C)cc1 | 27.9% | -23.6% | -7.1% | -8.1% | 3.7% | 0.2% | -2.4% | -5.4%[57.1 µM] | -5.0%
16 | Cn1c(SCC(=O)c2ccccc2)nnc1C1CC1 | -11.8% | -9.6% | -9.6%[11.4 µM] | 9.2%[11.4 µM] | -21.4% | -7.2% | i | ? | ?
17 | O=[N+]([O-])c1cccc(COc2cccc(CO)c2)c1 | 15.7% | -11.9% | 15.2% | -15.9% | 7.3% | 3.9% | i | 13.0% | -6.2%
18 | COc1ccc(NC(=O)c2ccc3[nH]c(C)c(C)c3c2)c(OC)c1 | 10.6% | 12.7% | -14.8% | -23.1% | -3.3% | -2.1% | -0.4% | 1.0% | -0.1%
19 | COc1ccc(NC(=O)CSCC(=O)Nc2cccc(S(=O)(=O)N3CCCCCC3)c2)cc1 | -12.7% | ? | 21.6% | -20.9% | -1.3% | 4.9% | -3.6% | -6.2% | 0.8%
20 | O=C(c1ccc(F)cc1)N1CCN(c2ncccn2)CC1 | 16.1% | -17.5% | -10.1% | -2.7% | 0.3% | -3.6% | -3.3% | 9.3% | -7.2%
21 | CC(C)Oc1ccc(C(=O)N2CCN(c3nc4c(F)cc(F)cc4s3)CC2)cc1 | -8.1% | -17.1% | 6.6% | -9.7% | -0.4% | 0.2% | -7.3% | 6.3%[57.1 µM] | -6.6%
22 | Nn1c(SCC(=O)NCC2CCCO2)nnc1-c1cc(Cl)ccc1Cl (configuration not stated) | 52.6%[activator] | 1.1% | 12.4% | -7.2% | 7.3% | 3.4% | -1.7% | -2.9%[57.1 µM] | 4.2%
23 | COC(=O)c1ccc(C(=O)NC2CCCc3c2cnn3-c2ccc(C)c(C)c2)cc1 (configuration not stated) | 33.3% | i | -11.8% | -13.0% | 1.1% | 0.9% | 3.2% | 5.6% | -1.1%
24 | COC(=O)C1=C(C)N(c2cc(C)cc(C)c2)/C(=C/c2ccco2)C1=O | -22.9% | -28.2% | -22.0% | 79.4µM* | 6.6% | -3.3% | -10.9% | ? | -1.0%
25 | Cn1c(N)c(C(=O)COC(=O)c2ccc(Cl)nc2)c(=O)n(C)c1=O | 23.6% | -12.6% | -4.8% | -8.7% | 4.8% | 0.1% | i | 44.2%[activator][57.1 µM] | 3.5%
26 | CCCC1(C(=O)OC)NC(c2cccc(F)c2)C2C(=O)N(CC)C(=O)C21 (configuration not stated) | 11.7% | 0.0% | -25.3% | 3.4% | -8.9% | -0.5% | -1.2% | 5.3% | 6.7%
27 | Cc1ccc(C)c(N2CCN(C(=O)Cn3ncc4c([nH]c5ccc(C)cc54)c3=O)CC2)c1 | 34.8%[activator] | -0.3% | -11.9% | 24.9% | -4.4% | 3.3% | -3.9% | 21.4% | -0.9%
28 | Cc1ccc(NC(=O)c2ccc3nsnc3c2)c(Cl)c1 | 32.8% | -3.9% | -0.2% | -9.7% | -13.4% | 0.0% | i | 11.5% | 0.0%
29 | COc1cccc(NC(=O)C(=O)NCC(c2ccco2)N2CCc3ccccc3C2)c1 (configuration not stated) | 3.2% | -13.8% | -9.5% | -25.3% | 2.2% | 6.4% | -9.1% | 7.0% | 35.7%[activator]
30 | O=[N+]([O-])c1cc(-c2csc(NCCc3nc4cc(C(F)(F)F)ccc4n3CCCO)n2)ccc1Cl | 1.8% | -16.5% | -15.2% | 44.7µM* | 12.8% | -7.0% | i | 7.1% | -0.8%
31 | CCN(CC(=O)NCc1cccs1)S(=O)(=O)c1cccc(C(C)=O)c1 | 36.2% | -14.8% | -12.0% | -9.3% | -8.5% | -8.1% | -0.4% | 11.3%[57.1 µM] | -6.7%
32 | CC(=O)n1cc([C@H]2C=C(C(=O)NCc3ccccc3)O[C@@H](OCCCCO)C2)c2ccccc21 | 5.1% | -14.1% | -7.8% | -27.8% | 6.4% | 3.7% | -4.3% | 1.7% | 15.9%
33 | Nc1c(C(=O)Nc2ccc(C(=O)O)cc2)sc2nc3c(cc12)CCCC3 | 50.6%[activator] | 17.8µM* | -8.1% | 13.8% | 1.1% | -1.6% | -7.1% | 2.2% | -0.9%
34 | Cc1ccccc1NC(=O)CCc1c(C)nn(-c2ccc(N3CCCCC3)nn2)c1C | ? | ? | 21.6%[11.4 µM] | -19.8%&-23.3% | -6.4%&-5.6% | 4.0%&-3.9% | -5.1% | 15.1% | 0.0%&-0.5%
35 | O=C(CN1C(=O)C2CC=CCC2C1=O)Nc1cc(C(F)(F)F)ccc1N1CCCC1 (configuration not stated) | -3.2% | -1.9% | 3.0% | -22.1% | -0.6% | 48.0%[activator] | 1.0% | 8.2% | -1.9%
36 | Cc1cc(NC(=O)CSc2nnc(C)n2-c2ccccc2)no1 | 57.5%[activator] | 29.1% | -9.7% | -1.4% | 14.8% | 8.3% | -0.1% | 13.0% | 5.0%
37 | O=C(Nc1ccc(F)c(Cl)c1)c1cccnc1 | 2.0% | 7.5% | -44.3%[56.9 µM] | ? | -4.7% | -20.8% | -1.0% | -23.8% | -3.0%
38 | Cc1nn(-c2ccccc2)c2c1N(CCCC(=O)NC(C)c1ccccc1)C(=O)CS2 (configuration not stated) | 16.2% | ? | -5.4% | -8.7% | 7.5% | 1.9% | 5.8% | 11.1%[57.1 µM] | 2.9%
39 | C/C(=N/NC(=O)c1ccncc1)c1ccc(NC(=O)c2ccccc2)cc1 | 22.9% | -20.1% | 7.0% | -7.7% | -0.5% | 17.4% | -8.6% | -2.9% | 0.1%
40 | O=C1CCC[C@@H]2C[C@@]3(C[C@@H]4CCN1[C@H]24)Nc1cc(Cl)ccc1NC3=NCc1ccccc1 | 3.6% | 7.4% | -19.3% | ? | -9.5% | -2.8% | -2.4% | 12.8%&9.6% | -1.6%
41 | CSC1=NCCN1C(=O)c1ccc(Br)o1 | 51.9%[activator] | -2.4% | -15.6% | -13.8% | -0.8% | 12.6% | 2.8% | -3.1% | -8.0%
42 | CCOc1ccccc1NC(=S)NCc1ccccc1 | 47.2%[activator] | 22.4% | -8.7% | -9.6% | -1.5% | -2.8% | -8.6% | -8.5% | 2.2%

Not all compounds are listed, so the mix of outcomes need not match the whole.
